# Source: PubChem BioAssay
# Arr AP2 block: blocks beta-arrestin peptide binding to AP2 adaptin; hit rate 0.31% among 340,000; AID 504490; inhibition, % at 10 µM; FITC-arrestin peptide / GST-AP2 beads, flow cytometry; AP2 beta2 appendage carries R879A mutation;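 active means inhibition above a set limit, near 3 SD of compounds lacking own fluorescence, cut at about 54% in these data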;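 further: plate controls were DMSO wells for no effect and 5 µM unlabelled arrestin peptide for full effect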
#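 System: GST-AP2 R879A bound to glutathione beads, E. coli-expressed. Also added: 50 nM FITC-arrestin peptide. Schedule: compound with beads 12 min RT, then probe 1 h RT. Signal: bead flow cytometry, FITC channel. Read-out basis: percent response.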
# Keap1 Nrf2 FP: inhibitors of human Keap1-Nrf2 protein-protein interaction; AID 504523; Keap1 Kelch-Nrf2 peptide fluorescence polarization, 1536-well; hit rate 0.15% among 340,000; inhibition, % at 9.4 µM; in the data active means inhibition above about 12%;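 further: human Keap1 Kelch domain with fluorescein labeled Nrf2 9mer peptide probe; 0% = neutral control wells and 100% = peptide positive control; higher means more block of Keap1 binding to Nrf2 peptide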
# Target sequence (Q14145 whole entry, looked up, the tested form may be a part): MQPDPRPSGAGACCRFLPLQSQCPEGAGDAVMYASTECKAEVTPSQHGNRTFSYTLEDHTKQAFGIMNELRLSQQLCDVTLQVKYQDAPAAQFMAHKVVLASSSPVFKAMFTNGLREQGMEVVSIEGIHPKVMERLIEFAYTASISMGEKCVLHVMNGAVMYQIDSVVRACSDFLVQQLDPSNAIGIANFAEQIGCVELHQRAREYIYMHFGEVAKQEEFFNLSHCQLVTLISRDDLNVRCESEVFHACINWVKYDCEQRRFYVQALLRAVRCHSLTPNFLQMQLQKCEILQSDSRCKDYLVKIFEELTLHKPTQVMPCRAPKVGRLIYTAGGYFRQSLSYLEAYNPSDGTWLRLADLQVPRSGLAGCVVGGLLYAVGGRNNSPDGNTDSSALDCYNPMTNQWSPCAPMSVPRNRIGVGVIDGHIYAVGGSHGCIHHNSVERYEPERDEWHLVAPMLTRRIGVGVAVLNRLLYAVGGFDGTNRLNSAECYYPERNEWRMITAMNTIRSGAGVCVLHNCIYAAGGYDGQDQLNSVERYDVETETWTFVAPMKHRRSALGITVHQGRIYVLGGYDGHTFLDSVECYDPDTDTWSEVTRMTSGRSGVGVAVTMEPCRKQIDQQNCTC
# NSD2 inh: blocks human histone methyltransferase NSD2. NSD2 peptide methylation, AlphaScreen, 120 min. inhibition, % at 12.5 µM. hit rate 0.54% among 310,000. AID 743445; in the data active means inhibition above about 50%
# LANA DNA inh: inhibitors of KSHV LANA C-terminal domain DNA binding | MBP-C-LANA/FAM-LBS DNA binding, fluorescence polarization | inhibition, % at 9 µM | hit rate 0.078% among 340,000 | AID 504423;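 active means highest replicate inhibition at or above 60% at 9 µM, even if other replicates fall short; inactive means all replicates below 60% inhibition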;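 further: 0% = neutral control wells and 100% = 4 µM acridine orange control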
# Pemphigus Ab inh: human desmoglein-3 autoantibody binding inhibition. P32926. DSG3-coupled beads, scFv-anti-DSG3-GFP binding, flow cytometry; stronger effect = lower value. binding (percent of control), % at 10 µM. hit rate 0.48% among 310,000. AID 588358;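 active means binding more than 3 SD below its plate's average and above zero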;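 further: hits lower antibody fragment binding to DSG3; some compounds called inactive have numbers as strong as hits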
# DAGLB inh: diacylglycerol lipase beta (human) inhibition; Q8NCG7; HEK293T DAGLB membrane lysate, EnzChek fluorogenic substrate; inhibition, % at 5.17 µM; hit rate 0.059% among 340,000; in the data active means inhibition above about 34%;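 further: 0% = enzyme with vehicle and 100% = wells lacking enzyme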
# CAL PDZ FP-1: inhibitors of human CAL PDZ peptide binding; purified CAL PDZ, TMR-peptide fluorescence polarization, 1 h; AID 602252; inhibition, % at 24.9 µM; Q9HD26; hit rate 0.92% among 300,000;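 active means mean inhibition of at least 30% with at least half of replicates also reaching 30%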;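 further: 0% = DMSO neutral control and 100% = excess unlabeled competitor peptide PRC23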
# RTF Ca sens inh: cardiac RTF calcium desensitization; P19429+P45379; IANBD-labeled cardiac RTF, Ca2+ fluorescence; inhibition, % at 7.15 µM; hit rate 0.12% among 340,000;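 active means inhibition above the mean inhibition of all tested compounds plus 3 SD, cut at about 17% in these data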;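 further: assay run at fixed EC70 calcium of 1.6 mM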
# CAL PDZ FP-2: human CAL PDZ-peptide interaction inhibition; purified CAL PDZ, TMR-peptide fluorescence polarization, 1 h; AID 504414; hit rate 0.02% among 330,000; inhibition, % at 20 µM;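 active means highest replicate inhibition of at least 40%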;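 further: plate controls were DMSO neutral control wells for no effect and unlabeled competitor peptide control wells for full effect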
#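 System: tagged CAL PDZ domain. Schedule: 1 h room-temperature incubation prior to read. Signal: fluorescence polarization (mP). Measure: percent inhibition from loss of millipolarization.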
# V-ATPase pH: yeast V-ATPase proton transport regulation by pHLuorin; S. cerevisiae, pHLuorin cytosolic pH fluorescence; response, % at 10 µM; hit rate 0.37% among 350,000; in the data active means response mostly above about 7.3%, no sharp cut-off; inactive means mostly below about 5.4%; further: actives read high; inactives centre near 0; some compounds called inactive have numbers as strong as hits; reference of the scale not given here
# * marks the source's active call; other numbers are inactive results; . = not tested or not shown. These rows are one share of the data; the hit share may differ from the screen's.
SMILES,Arr AP2 block,Keap1 Nrf2 FP,NSD2 inh,LANA DNA inh,Pemphigus Ab inh,DAGLB inh,CAL PDZ FP-1,RTF Ca sens inh,CAL PDZ FP-2,V-ATPase pH
O=C(N/N=C1\CCc2ccccc21)c1ccccc1Cl,13,0,7,0.4,84,0,-3,3,-1.5,3
C/C(=N\NC(=O)c1ccccc1)c1nc2ccccc2n1C,2,-3,-2,0.2,105,0,-3,-5,-0.6,4
CC(C)c1ccc(OCc2cccc(C(=O)N/N=C/c3cccnc3)c2)cc1,-8,-2,-4,-0.5,113,-3,-1,9,-5.5,5
Cc1ccc(S(=O)(=O)NCC(=O)Nc2cccnc2)cc1C,4,-1,1,-0.8,90,1,.,1,-1.4,3
Cc1ccccc1NC(=O)COC(=O)CC1CCCC1,15,-1,-2,0.0,93,0,-4,-2,-4.6,4
Cc1cccc(N(CC(=O)N=Nc2c(O)[nH]c3ccccc23)S(C)(=O)=O)c1C,11,4,13,-0.2,102,2,1,-9,0.1,2
CN(Cc1ccccc1)C1=CC(=[N+]2CCCCC2)CC(C)(C)C1,3,0,2,-4.5,127,-4,0,-4,0.8,-5
Cc1ccc(S(=O)(=O)N(CC(=O)NCCSC2CCCCC2)c2ccccc2F)cc1,-1,0,3,-0.6,102,-1,1,-6,-0.3,2
O=C(Nc1nc2c(s1)C(=O)CCC2)c1ccccc1,-7,-10,10,0.7,76,0,-4,3,-0.5,1
O=C(N/N=C/c1ccc(N2CCOCC2)s1)c1ccc(O)cc1,.,.,-1,.,107,0,.,.,.,0
COc1cccc(CNC(=O)CCS(=O)(=O)c2ccc3c(c2)NC(=O)CS3)c1,4,2,-2,-0.5,102,1,0,0,-3.3,1
O=C(O)c1cnn2c(C(F)(F)F)cc(-c3ccccc3)nc12,19,-4,0,0.4,95,-1,0,-10,-1.8,5
O=C(COc1ccc(-c2ccccc2)cc1)NN=C1CCCC1,-11,5,-3,1.0,103,-3,.,-8,-0.9,-2
CC(C)/C=C/CN1CCN(CCCc2ccccc2)C(CCO)C1 (configuration not stated),31,-1,1,-1.8,96,-3,-1,2,-0.9,0
Brc1ccc(-c2nn3c(Cc4ccccc4)nnc3s2)o1,24,-6,-1,1.1,105,0,1,0,.,0
O=C(CCC1CCN(Cc2ccccc2O)CC1)NC1CC1,3,-5,-2,-1.4,119,5,.,-1,1.2,8
O=C(OC1Cn2c(=O)ccc(=O)n2C1)c1ccc([N+](=O)[O-])cc1,10,-8,-2,-1.1,106,-2,0,4,-1.6,0
CCN(CC)CC(=O)c1c[nH]c2ccccc12,6,3,3,-0.5,103,-3,0,-5,-1.1,-6
O=C(Cn1c(=O)n(Cc2ccco2)c(=O)c2ccccc21)NCC1CCCO1 (configuration not stated),-2,-2,-1,-1.1,99,0,-3,-7,0.6,-1
CCN1CCN(C(=O)CCNC(=O)Cn2ccc3ccccc3c2=O)CC1,0,-1,-1,1.3,103,1,-2,-5,-2.4,4
CC(=O)Nc1cccc(NC(=O)c2cc3ccccc3o2)c1,24,-2,6,3.0,108,2,-3,-2,-0.5,-2
CC(=O)c1ccc2noc(-c3cccc(C)c3)c2c1,-15,2,.,-0.9,102,-5,.,-12,-0.6,-1
CC(=O)c1c(C)oc2ccc(NS(=O)(=O)c3ccc(C(=O)O)cc3)cc12,3,-1,12,-1.3,107,1,-2,-8,-0.3,-4
COc1ccc(Br)cc1CN(C)C(=O)CNC(=O)c1ccc2ccccc2c1,20,1,1,-0.1,104,-1,1,-2,-1.5,-3
COc1ccccc1OCCn1c(=S)[nH]c2ccccc21,-15,-1,1,2.7,91,1,-3,1,.,1

# Some of these compounds in order of formula weight, lowest first.
SMILES,Arr AP2 block,Keap1 Nrf2 FP,NSD2 inh,LANA DNA inh,Pemphigus Ab inh,DAGLB inh,CAL PDZ FP-1,RTF Ca sens inh,CAL PDZ FP-2,V-ATPase pH
CC(=O)c1ccc2noc(-c3cccc(C)c3)c2c1,-15,2,.,-0.9,102,-5,.,-12,-0.6,-1
O=C(Nc1nc2c(s1)C(=O)CCC2)c1ccccc1,-7,-10,10,0.7,76,0,-4,3,-0.5,1
Cc1ccccc1NC(=O)COC(=O)CC1CCCC1,15,-1,-2,0.0,93,0,-4,-2,-4.6,4
O=C(N/N=C1\CCc2ccccc21)c1ccccc1Cl,13,0,7,0.4,84,0,-3,3,-1.5,3
O=C(CCC1CCN(Cc2ccccc2O)CC1)NC1CC1,3,-5,-2,-1.4,119,5,.,-1,1.2,8
O=C(O)c1cnn2c(C(F)(F)F)cc(-c3ccccc3)nc12,19,-4,0,0.4,95,-1,0,-10,-1.8,5
O=C(COc1ccc(-c2ccccc2)cc1)NN=C1CCCC1,-11,5,-3,1.0,103,-3,.,-8,-0.9,-2
CN(Cc1ccccc1)C1=CC(=[N+]2CCCCC2)CC(C)(C)C1,3,0,2,-4.5,127,-4,0,-4,0.8,-5
Cc1ccc(S(=O)(=O)NCC(=O)Nc2cccnc2)cc1C,4,-1,1,-0.8,90,1,.,1,-1.4,3
CC(C)/C=C/CN1CCN(CCCc2ccccc2)C(CCO)C1 (configuration not stated),31,-1,1,-1.8,96,-3,-1,2,-0.9,0
O=C(Cn1c(=O)n(Cc2ccco2)c(=O)c2ccccc21)NCC1CCCO1 (configuration not stated),-2,-2,-1,-1.1,99,0,-3,-7,0.6,-1
Cc1cccc(N(CC(=O)N=Nc2c(O)[nH]c3ccccc23)S(C)(=O)=O)c1C,11,4,13,-0.2,102,2,1,-9,0.1,2
COc1ccc(Br)cc1CN(C)C(=O)CNC(=O)c1ccc2ccccc2c1,20,1,1,-0.1,104,-1,1,-2,-1.5,-3
Cc1ccc(S(=O)(=O)N(CC(=O)NCCSC2CCCCC2)c2ccccc2F)cc1,-1,0,3,-0.6,102,-1,1,-6,-0.3,2

# Carrying on.
SMILES,Arr AP2 block,Keap1 Nrf2 FP,NSD2 inh,LANA DNA inh,Pemphigus Ab inh,DAGLB inh,CAL PDZ FP-1,RTF Ca sens inh,CAL PDZ FP-2,V-ATPase pH
Cc1noc(C)c1S(=O)(=O)N(CC(=O)N1CCn2c1nc1ccccc12)c1ccc(C(C)C)cc1,2,-7,.,-1.9,98,-11,.,-5,-0.6,-1
O=C(CN(c1ccc(F)cc1)S(=O)(=O)c1ccc2c(c1)OCCO2)Nc1ccc2c(c1)OCO2,8,-5,0,0.6,.,-3,-2,-2,-4.0,3
Cc1ccc(S(=O)(=O)N2CCOCC2)cc1C(=O)OC(C)C(=O)NC1CCCC1 (configuration not stated),-9,5,-1,0.1,97,-1,1,2,0.8,-3
COc1ccccc1CNC(=O)COC(=O)c1cc(=O)[nH]c2ccccc12,1,2,0,-0.5,.,0,.,-4,-1.4,6
CC(C)c1ccc(NC2CCCN(C(=O)CCn3cnnn3)C2)cc1 (configuration not stated),15,1,4,0.1,100,2,-6,-11,-2.1,1
O=C1NCCN/C1=C\C(=O)c1ccccc1,6,1,2,-2.6,100,-1,0,-6,-0.2,-1
Fc1ccc(-c2ncc3ccccn23)cc1,4,-5,4,3.6,111,2,-3,-4,-1.0,2
O=P(COCCOCCOCP(=O)(c1ccccc1)c1ccccc1)(c1ccccc1)c1ccccc1,1,3,-1,-0.3,101,-1,0,7,-0.4,-1
Cn1cnc2c1c(=O)[nH]c(=O)n2Cc1ccccc1,9,-6,-3,0.1,92,-2,0,-3,-1.3,1
N#Cc1cc2c(=O)n3ccccc3nc2n(CCCn2ccnc2)c1=N,-5,3,3,2.1,123,0,-1,-2,-1.7,-64
O=C(C1=C(O)C(=O)N(c2ncccn2)C1c1cccc(Cl)c1)c1ccco1 (configuration not stated),-1,-3,1,0.4,100,-1,-3,-11,.,3
Cc1ccc(Nc2ncnc3c2cnn3C)cc1,8,-5,-4,0.7,102,0,1,0,-2.7,1
O=C(NCCc1ccco1)c1cc(COc2cccc(C(F)(F)F)c2)on1,-13,1,0,1.4,.,-1,-5,-11,-1.0,0
Cc1cc(NC(=O)c2cnn3cccnc23)n(-c2ccccc2)n1,-1,-1,-3,0.4,97,3,.,3,-2.6,-1
CC(C)(C)NC(=O)CSc1nc(-c2ccccc2)cc(=O)[nH]1,5,2,0,-1.7,99,-1,-2,3,-0.6,1
CN(C)C(C)(C)C#CC(O)(c1ccccc1)c1ccccc1,-27,-2,4,0.3,106,-3,1,6,-0.5,2
Cn1nc(-c2ccc(Cl)cc2)c2cc(C(=O)NCCCN3CCOCC3)sc21,-2,-4,.,-3.4,105,0,9,-5,-13,1
CCc1c(C)c2cc(Cl)c(O)c(CN(CC)CC)c2oc1=O,5,-2,1,1.6,106,0,1,7,-1.4,0
COc1ccc(C(=O)Nc2ccc(Cl)cc2C(=O)N2CCOCC2)cc1,-12,-2,2,-0.1,106,-1,.,2,-0.3,3
Cc1cccc(NC(=O)C(C)Oc2ccc(C)nc2[N+](=O)[O-])c1 (configuration not stated),-3,-1,1,-0.9,88,-3,-3,-10,0.1,1
COc1cc(C(=O)NNC(=O)Cc2cccs2)cc(OC)c1OC,-5,-5,-1,1.5,96,2,-2,-8,-1.9,3
CC1CCCN(S(=O)(=O)c2ccc(NC(=O)Cn3nnc(-c4ccccc4F)n3)cc2)C1 (configuration not stated),7,2,-1,-0.7,101,-11,-3,2,-3.7,0
Cc1c(C)n(CC(O)CN(CCO)CCO)c2ccccc12 (configuration not stated),5,0,3,0.3,98,0,.,-1,0.0,2
Cc1ccc(S(=O)(=O)N(c2ccccc2)C2CCS(=O)(=O)C2)cc1 (configuration not stated),20,0,-2,1.8,117,-2,-1,-2,-0.1,-6
CCOC(=O)N1CCC(N2Cc3cccc(C(=O)NCc4ccccc4OC)c3C2=O)CC1,-3,-6,2,1.3,.,-5,1,7,-2.2,-2
# Remaining list, next part.
SMILES,Arr AP2 block,Keap1 Nrf2 FP,NSD2 inh,LANA DNA inh,Pemphigus Ab inh,DAGLB inh,CAL PDZ FP-1,RTF Ca sens inh,CAL PDZ FP-2,V-ATPase pH
Cc1ccc(-c2cc(C(=O)N3CCCCCC3)no2)cc1,11,4,1,-0.2,109,-2,-5,10,-1.3,-1
O=c1/c(=C/c2ccccc2)sc2nnc(-c3cccs3)n12,40,.,0,.,97,.,.,.,.,-5
CN(Cc1nccn1C)C(=O)C1CCC(=O)N(CCc2ccc(Cl)cc2)C1 (configuration not stated),6,-2,2,-1.2,102,1,0,3,-2.4,0
O=Cc1ccc2c(c1)OCCOCCOCCOCCO2,.,.,-2,.,102,-6,.,.,.,4
Cc1coc2cc3oc(=O)c(CCC(=O)O)c(C)c3cc12,-2,-3,6,1.0,97,-1,3,-6,-0.6,6
Cc1cc(/C=C2\SC(=O)N(C)C2=O)c(C)n1-c1ccc(S(N)(=O)=O)cc1,-8,-5,0,-0.4,95,0,-2,-6,-0.1,0
c1cc(Nc2ncnc3sccc23)cc(-c2nnc3n2CCCCC3)c1,3,1,2,0.6,106,0,-4,-5,-5.5,-1
